Bioassay records: PubChem BioAssay, several laboratories
NOD2 RIPK2 PPI – NOD2-RIPK2 binding disruptors in cells, primary screen, fluorescence, CHO cells, BLA complementation; Receptor-interacting serine/threonine-protein kinase 2 (Homo sapiens), O43353; CCF4 ratio; inhibition, % at 4.98 µM; 0.38% of 360,000 active; in the data active = inhibition above about 21%;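 also: 0% = vehicle only and 100% = reference blocker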
Target sequence (O43353 whole entry, looked up): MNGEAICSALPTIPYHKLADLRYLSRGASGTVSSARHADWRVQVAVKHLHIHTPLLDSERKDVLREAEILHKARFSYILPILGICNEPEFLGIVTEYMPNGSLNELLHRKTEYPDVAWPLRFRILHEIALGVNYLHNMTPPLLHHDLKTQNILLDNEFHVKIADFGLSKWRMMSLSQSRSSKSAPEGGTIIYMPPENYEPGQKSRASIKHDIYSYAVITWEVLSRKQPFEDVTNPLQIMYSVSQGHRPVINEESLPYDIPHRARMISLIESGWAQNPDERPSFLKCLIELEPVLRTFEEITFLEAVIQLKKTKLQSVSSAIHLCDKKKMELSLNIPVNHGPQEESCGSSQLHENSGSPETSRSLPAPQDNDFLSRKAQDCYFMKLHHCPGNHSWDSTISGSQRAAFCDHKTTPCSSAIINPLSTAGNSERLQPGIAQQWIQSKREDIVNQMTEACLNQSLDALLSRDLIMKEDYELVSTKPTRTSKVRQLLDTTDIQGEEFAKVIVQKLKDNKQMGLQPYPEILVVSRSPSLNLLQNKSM
Granule exo inh – LAMP-1 surface exposure blockers, TALL-104 cells – cell-based, flow cytometry, MLPCN library, primary screen. TALL-104 LAMP-1 surface exposure; cells stimulated with thapsigargin and PMA. inhibition, % at 10 µM. 0.66% of 360,000 active;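 active = inhibition above about 55%, limit read from the data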
ABHD5 PLIN5 PPI – ABHD5-PLIN5 interaction inhibitors, primary screen, cell lysate, split luciferase complementation, luminescence | Split G. princeps luciferase complementation, 4 h | inhibition, % at 4 µM | AID 602281, 2012 | 0.78% of 360,000 active | Perilipin-5 (Homo sapiens) + 1-acylglycerol-3-phosphate O-acyltransferase ABHD5 (Homo …;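 active = inhibition above the mean inhibition across every tested compound plus 3 SD, cut at about 22% in these data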;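 also: 0% = DMSO only wells and the 100% control is not disclosed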
Vif inh – HIV Vif self-association inhibitors, primary screen, imaging, HEK293T, single point; AID 602346, 2012; inhibition, % at 7.49 µM; 0.35% of 340,000 active; HEK293T cells, Vif self-association by quenched fluorescence, 24 h; in the data active = inhibition above about 50%, passing the limit was not always enough; also: some results filed as inactive read as strong as hits
MC4R antagonist – MC4R antagonists of cAMP signaling, primary screen, cell-based, TR-FRET, antagonist arm of biased-ligand search; Melanocortin receptor 4 (Homo sapiens), P32245; MC4R-expressing cells, MTII-stimulated cAMP, LANCE TR-FRET; inhibition, % at 6.5 µM; 0.48% of 360,000 active; AID 540295, 2011;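 active = inhibition above its plate's cutoff, the mean of tested wells on that plate plus 3 SD, cut at about 29% in these data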;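 also: 0% = Melanotan II alone and 100% = Melanotan II plus saturating MCL0020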
Target sequence (P32245 whole entry, looked up): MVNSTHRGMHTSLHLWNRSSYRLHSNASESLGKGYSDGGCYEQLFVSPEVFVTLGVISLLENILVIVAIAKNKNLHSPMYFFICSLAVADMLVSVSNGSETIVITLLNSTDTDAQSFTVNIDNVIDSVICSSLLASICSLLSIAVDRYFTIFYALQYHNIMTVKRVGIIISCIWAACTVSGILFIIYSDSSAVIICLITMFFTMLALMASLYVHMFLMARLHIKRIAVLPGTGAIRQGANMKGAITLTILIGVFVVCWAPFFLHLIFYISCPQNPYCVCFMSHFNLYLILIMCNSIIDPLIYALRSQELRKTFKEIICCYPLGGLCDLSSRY
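Assay system: U2OS-MC4R stable cell line; Also added: Melanotan II; Technique: Eu-cAMP/anti-cAMP TR-FRET, emission 671 nm; Times: 30-min compound, 1-h challenge, 1-h detection, room temperature.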
Glyco luc inh – increase of ERlucT glycosylation luciferase signal, primary screen, N-linked glycosylation inhibitor project, D54 ERlucT cells, luminescence, set 2; D54 ERlucT glycosylation luciferase reporter, 24 h; percent of 100 nM tunicamycin response; AID 588692, 2011; 0.23% of 360,000 active; reporter increase, % at 12.5 µM;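 active = mean luciferase reporter signal, scaled so untreated is 0 and the glycosylation-blocking control 100, at or above a set limit in every replicate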;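 also: luciferase carries N-glycosylation sites so blocking glycosylation raises the light; 0% = median of neutral control wells and 100% = median of 100 nM tunicamycin wells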
aDG glyco up – activators of alpha-DG glycosylation, primary screen, uHTS, Pro5-aDG cells, AlphaScreen; alpha-DG glycosylation AlphaScreen (IIH6); 0% Pro5, 100% B10-LARGE cell signal; activation, % at 10 µM; 0.22% of 360,000 active;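 active = activation of at least 8% versus controls, or a plate z-score of at least 8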;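 also: Pro5 are CHO cells carrying HIG-tagged alpha-DG that lacks glycosylation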
ABCB6 inh 2 – ABCB6 transporter inhibitors, primary screen, K562-ABCB6 cells, flow cytometry, MLPCN library. AID 602162, 2011. ATP-binding cassette sub-family B member 6 (Homo sapiens), Q9NP58. K562-ABCB6 porphyrin accumulation, 1 h; stronger effect = lower value. 0.19% of 360,000 active. fluorescence ratio to DMSO, % at 10 µM;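 active = fluorescence ratio to DMSO below 75%, the collection mean minus 3 SD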;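 also: signal is porphyrin accumulated inside mitochondria; 100% equals median channel fluorescence of DMSO control wells; lower ratio means ABCB6 inhibition with less porphyrin fluorescence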
MC4R barr agon – MC4R agonists recruiting beta-arrestin, primary screen, cell-based, luminescence, agonist arm of biased-ligand search. 0.98% of 360,000 active. Melanocortin receptor 4 (Homo sapiens), P32245. activation, % at 8.9 µM. U2OS MC4R beta-arrestin complementation; percent of melanotan II response, DMSO zero. AID 540308, 2011;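 active = activation above a per-plate cutoff, the mean activation of sample wells on that plate plus 3 SD, cut at about 8% in these data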
TLR9-MyD88 inh – inhibitors of TLR9-MyD88 association in cells, primary screen, cell-based, CHO, BLA complementation, fluorescence | CCF4 FRET ratio | Toll-like receptor 9 (Homo sapiens) + Myeloid differentiation primary response protein … | AID 504734, 2011 | 0.21% of 340,000 active | inhibition, % at 4.98 µM;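 active = inhibition above the mean over all tested compounds plus 3 SD, cut at about 21% in these data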;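 also: 0% = DMSO only wells and 100% = clavulanate BLA inhibitor control wells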
* marks the source's active call; other numbers are inactive results; x = no result given. A portion of the library, so the mix of outcomes need not match the whole.

SMILES	NOD2 RIPK2 PPI	Granule exo inh	ABHD5 PLIN5 PPI	Vif inh	MC4R antagonist	Glyco luc inh	aDG glyco up	ABCB6 inh 2	MC4R barr agon	TLR9-MyD88 inh
CC(=O)N(c1ccc2oc(=O)sc2c1)S(=O)(=O)c1cccs1	-8	-1	9	3	7	2	-0.1	100	-0.1	5
O=C(Nc1cccc(NC(=O)c2cccc(Cl)c2)c1)c1cccnc1	-11	-5	-5	3	9	-3	0.5	96	-0.7	-8
CC(N)c1csc(NC(=O)c2cc(C(C)(C)C)nn2Cc2ccccc2)n1 (stereo unspecified)	3	-12	-5	x	4	-7	3.9	126	1.7	x
Fc1cc(F)cc(NC(=S)N2CCC(c3ccccc3)C2)c1 (stereo unspecified)	-3	-1	-9	-5	14	1	0.1	99	-0.2	-6
O=C(CSc1nnc(NC(=O)C2CC(=O)N(c3ccccc3)C2)s1)NCc1ccco1 (stereo unspecified)	-1	-14	7	20	-2	3	0.2	103	-1.6	-3
CCCCSc1nnc(-c2ccc(NC(=O)CC)cc2)n1C	-1	-1	-2	-2	14	10	0.0	100	-1.1	6
O=c1oc(-c2ccccc2)nc2sc3c(c12)CCC3	7	0	-3	3	1	1	0.1	103	-1.3	-3
Cc1ccc(C)c(-n2c(SCC(=O)NC(C(=O)O)C(C)C)nnc2-c2cccc(Cl)c2)c1 (stereo unspecified)	-4	-1	0	-5	12	1	-0.2	100	-1.6	-1
Cc1cc(C)n(CCC(=O)N/N=C/c2c(O)ccc3ccccc23)n1	7	3	11	0	-1	-5	0.4	89	1.5	3
CCCc1cc(=O)[nH]c(SCC(=O)Nc2sccc2C#N)n1	-11	5	2	-3	-1	1	-0.1	100	-0.1	-9
Cc1ccc(Cn2nc(C)c(/C=N/NC(=O)c3cccnc3)c2C)cc1	-8	4	4	9	4	0	0.2	95	-0.7	3
CN(C)S(=O)(=O)c1ccc(Cl)c(NC(=O)COC(=O)CN2C(=O)C3CCCCC3C2=O)c1 (stereo unspecified)	1	1	3	-3	3	4	-0.4	94	-0.8	16
CCOC(=O)[C@]12CCC=C1N(CCC1=CCCCC1)C(=O)[C@H](CC(=O)NCc1cccs1)C2	3	0	-3	x	x	x	-0.3	97	x	x
CCN(C(=O)c1ccc(S(=O)(=O)N2CCCC2)cc1)C1CCS(=O)(=O)C1 (stereo unspecified)	1	0	4	5	3	-1	0.2	98	-3.5	-8
COc1ccc(-c2noc3c2-c2nc(-c4ccc(Cl)cc4)sc2CC3)cc1	-14	-1	1	-4	2	1	0.2	101	-0.5	-1
Cc1cc(C(F)F)nn1CC(=O)N1CCSCC1	-8	-1	0	2	0	2	-0.2	96	-0.9	5
Cc1ccccc1NC(=O)C1CCCN1/C=C/C(=O)C(F)(F)F (stereo unspecified)	-7	2	-8	-1	3	3	0.0	99	-1.1	-3
N#C/C(=C\c1c(Oc2ccccc2Cl)nc2ccccn2c1=O)C(=O)NC1CCS(=O)(=O)C1 (stereo unspecified)	8	20	2	21	-3	7	0.1	75	0.0	-2
CCC(CC)c1nnc(NC(=O)COc2ccc3c(C)cc(=O)oc3c2)s1	-8	-2	8	x	6	2	0.3	104	0.7	-5
Cc1onc(-c2c(Cl)cccc2Cl)c1C(=O)c1c[nH]c(C(=O)NCC2CCCO2)c1 (stereo unspecified)	-3	-2	4	-3	18	0	-0.3	89	-1.1	1
Cc1nn(-c2ccccc2)c(C)c1/C=C/C(=O)OC(C)C(N)=O (stereo unspecified)	0	0	4	1	9	1	0.4	104	0.6	2
COC(=O)CSc1nc(-c2ccc(F)cc2)cc(C(F)(F)F)n1	-12	-10	2	4	5	0	-0.1	106	3.3	6
COc1ccc(NC(=O)c2cc(C3CCCCN3S(=O)(=O)Cc3ccccc3)on2)c(C)c1 (stereo unspecified)	2	2	4	-15	5	-2	0.1	101	0.4	x
CCCSCCCNC(=O)Cn1nc(CC)n2c(cc3c(OC)cccc32)c1=O	-9	13	-4	-13	4	2	0.0	95	-1.6	-4
O=C(c1ccccc1)c1c(O)cc(-c2ccccc2)oc1=O	2	2	8	-5	-4	-2	0.1	102	-0.7	-8
O=c1c(-c2ccc(Br)cc2)coc2c(CN3CCCCC3)c(O)ccc12	-12	9	0	-4	-1	1	0.1	97	-0.1	-13
Cc1ccc(-n2c(CCc3nc4ccccc4[nH]3)n[nH]c2=S)cc1	-12	-1	3	2	7	-1	-0.4	86	-0.8	11
CCOC(=O)c1[nH]nc(C(=O)c2ccc(Br)cc2)c1O	-6	1	-1	-1	5	-1	0.0	93	-2.2	-5
COc1cc(C(C)=O)ccc1OC(=O)CN1C(=O)c2ccccc2C1=O	-3	0	-5	12	3	1	-0.1	86	-0.5	-2
O=c1c(-c2ccccc2)c(O)nc(SCCN2CCOCC2)n1-c1ccccc1	-9	0	-1	0	4	3	0.0	97	-1.7	-3
O=C(O)c1cccc(Cn2c(Cl)c(/C=N/NC(=O)c3ccc(O)cc3)sc2=O)c1	-3	-2	-9	x	-7	-1	-0.1	98	-0.6	7
N#CC1=C(N)C(C#N)(C#N)[C@H](c2ccoc2)[C@H]2CN(Cc3ccccc3)CC=C12	12	-3	8	-6	-18	14	0.0	112	-2.7	0
C=CCN(C(=O)Cn1nc(C)n2c(cc3cc(C)ccc32)c1=O)c1ccccc1	2	-2	0	13	-6	0	-0.1	99	-4.4	9
CC(OC(=O)C1CCN(S(=O)(=O)c2ccc(F)cc2)CC1)C(=O)NC1CCCCC1C (stereo unspecified)	-1	-3	8	-1	8	-1	0.0	97	0.0	3
CN(C)S(=O)(=O)c1ccc(Oc2ccccc2)cc1	7	1	1	4	3	-1	-0.2	93	-1.2	-7
OC(c1cccc(Cl)c1)c1nc(/C=C/c2ccccc2)cs1 (stereo unspecified)	2	-3	4	-5	1	1	-0.1	103	2.0	x
COc1ccc(-c2noc(CN(C)C3CCOCC3)n2)cc1	5	1	-4	-5	10	0	1.5	101	-0.7	0
CNC(=O)CSc1nnc(-c2ccco2)n1-c1cccc(OC)c1	-1	-4	5	23	10	4	-0.1	94	-0.3	2
O=C(Oc1ccc(Br)cc1C(=S)N1CCCCC1)c1cc([N+](=O)[O-])cc([N+](=O)[O-])c1	0	-1	-9	5	-2	0	0.0	86	-0.9	7
CCOC(=O)[C@]12CCCC=C1N(Cc1ccccc1)C(=O)[C@H](CC(=O)NCCCCc1ccccc1)C2	3	6	3	x	x	x	0.9	x	x	x
O=C(CCC1COc2ccccc2O1)Nc1ncccc1O (stereo unspecified)	2	-5	-3	-9	5	1	-0.2	88	0.1	0
CC(OC(=O)CCC(=O)c1ccc(F)cc1)C(=O)NC1CCCCC1C (stereo unspecified)	-13	1	-5	-9	4	-1	0.4	101	-1.8	5
Cc1ccsc1/C=C(\C#N)C(=O)NCc1ccco1	-4	-5	1	8	7	-2	0.0	100	-4.1	5
Cc1nn(-c2ccccc2)c2c1/C(=N/O)CC(C)(C)C2	-7	1	3	3	-1	2	0.1	99	-0.2	-3
C/C(=N/NC(=O)CNC(=O)c1cccs1)c1ccco1	4	3	-9	-22	26	2	0.5	100	0.6	15
Cc1cc(C)c(C)c(S(=O)(=O)N[C@@H](C)C(=O)OC(C)C(=O)NC(N)=O)c1C (stereo partly specified)	6	1	2	0	17	-1	-0.1	97	-0.2	2
Nc1ccn(-c2ncc(C(F)(F)F)cc2Cl)c(=O)n1	-6	6	8	-2	2	-1	-0.3	116	-1.9	1
Cc1c(NC(=S)N/C(=N/S(=O)(=O)c2ccc(Cl)cc2)c2ccccc2)c(=O)n(-c2ccccc2)n1C	-7	-2	-3	10	7	-1	-0.2	91	-2.9	-4
CC(NC(=S)Nc1ccccc1)C1COc2ccccc2O1 (stereo unspecified)	0	-1	-2	2	13	-3	-0.1	98	3.5	-8
Cc1cc(NS(=O)(=O)c2ccc(NC(=O)NC3CCCCC3)cc2)no1	0	-2	-2	-5	3	0	0.1	98	-1.9	-1

Complete entries as entered above. Values in the order: NOD2 RIPK2 PPI, Granule exo inh, ABHD5 PLIN5 PPI, Vif inh, MC4R antagonist, Glyco luc inh, aDG glyco up, ABCB6 inh 2, MC4R barr agon, TLR9-MyD88 inh
Listed for `Cc1ccsc1/C=C(\C#N)C(=O)NCc1ccco1` = -4, -5, 1, 8, 7, -2, 0.0, 100, -4.1, 5
Listed for `CC(OC(=O)CCC(=O)c1ccc(F)cc1)C(=O)NC1CCCCC1C` (stereo unspecified) = -13, 1, -5, -9, 4, -1, 0.4, 101, -1.8, 5
Listed for `Cc1cc(C)c(C)c(S(=O)(=O)N[C@@H](C)C(=O)OC(C)C(=O)NC(N)=O)c1C` (stereo partly specified) = 6, 1, 2, 0, 17, -1, -0.1, 97, -0.2, 2

The list continues:
SMILES	NOD2 RIPK2 PPI	Granule exo inh	ABHD5 PLIN5 PPI	Vif inh	MC4R antagonist	Glyco luc inh	aDG glyco up	ABCB6 inh 2	MC4R barr agon	TLR9-MyD88 inh
Cc1ccc(NC(=O)Nc2ccnc(-c3cccnc3)n2)cc1	11	32	-9	-2	-20	4	-0.4	87	0.2	-1
COc1ccc(CNC(=O)Cn2nc([N+](=O)[O-])c(Br)c2C)cc1	-9	0	1	2	3	0	0.0	99	-0.6	-7
Cc1cccc(C)c1NC(=O)CNCC(=O)Nc1c(C)cccc1C	-1	-2	4	24	13	-1	-0.1	100	-1.1	1
COc1c(Br)cc(/C=N/n2c(-c3ccccc3)n[nH]c2=S)c(O)c1Br	-5	3	3	-5	2	1	-0.2	96	-1.6	8
O=Cc1cccn1Cc1ccc(Cl)cc1Cl	-3	-6	0	-1	-2	-2	-0.1	97	-0.1	1
Cc1ccc(-c2ccc(=O)[nH]n2)cc1	-6	4	-5	1	-3	3	-0.2	110	-1.0	2
Cc1c(C(=O)O)[nH]c2ccc([N+](=O)[O-])cc12	-9	-1	4	-11	3	0	0.2	102	-2.0	x
Nc1nc(N)c(C=Nc2ccc(Br)cc2)c(Nc2ccc(Br)cc2)n1	8	-24	-2	-5	-2	-1	0.0	95	1.0	-1
COc1ccc(CN2C(=O)CCC2(C)c2nnnn2Cc2ccccc2)cc1OC (stereo unspecified)	-5	-4	2	x	x	x	-0.2	99	x	x
COc1ccc(CN2C(=O)CN=C2Nc2ccc(C)cc2C)cc1	-11	7	6	1	-1	1	0.1	95	-1.6	-12
O=C(CSc1ccccc1)Nc1ccncc1	7	-2	-1	-2	0	1	0.2	93	-1.4	-10
O=C(CCCn1c(=S)[nH]c2ccsc2c1=O)Nc1ccc2c(c1)OCCO2	2	-2	5	2	2	-9	0.0	86	-3.0	11
CCc1nc(NCCN2CCOCC2)c2oc3ccccc3c2n1	-9	2	-9	-13	7	0	-0.2	97	-1.9	15
